M17LAP inhibition: P. falciparum M17LAP inhibitors, primary screen, biochemical, fluorogenic H-Leu-NHMec substrate, 1536-well (AID 1619). recombinant M17LAP, H-Leu-NHMec fluorogenic kinetic assay; higher % means a stronger effect. inhibition, % at 30 µM; hits with a dose series show IC50 in µM. hit rate 0.38% among 220,000;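 active = compound inhibiting the enzyme by more than half at any dose during confirmatory dose-response retesting; inconclusive = strong single-dose inhibitors picked by rank but not retested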;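 note: plate controls were full reaction with DMSO carrier for no effect and no enzyme background for full effect; strong numbers were not always called active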
Autophagy mod: alters autophagy in cells | AID 463193 | calls only at 10 µM (by protocol) | hit rate 0.98% among 190,000 | MEF GFP-LC3 puncta imaging; test concentration mostly 10 µM;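 active = percentage of spot-positive cells more than 3 SD above its plate mean, without a fluorescence outlier flag or 80% toxicity; inconclusive = no clear call, values can overlap the other calls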;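 note: spot-positive cell cutoff set from DMSO-treated cells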
NOD1 NF-kB reporter: inhibition of NOD1-driven NF-kB reporter – cell-based, luminescence, uHTS, primary screen (AID 1578); NOD1-driven NF-kB luciferase reporter cells, luminescence; higher % means a stronger effect; inhibition, % at 4 µM; hits with a dose series show EC50 in µM; hit rate 1% among 290,000; in the data active = inhibition mostly above about 36%, no sharp cut-off; inactive = mostly below about 34%;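 note: HEK-293T reporter cells stimulated with the NOD1 agonist gamma-tri-DAP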
Yfh1-depleted yeast: mitochondrial function rescue without frataxin homolog – Friedreich's ataxia, plus single-dose screen, dose response (AID 1465) | S. cerevisiae Yfh1-off respiration, WST-1 reduction, 72 h; higher fold induction means a stronger effect | fold induction at 50 µM; hits with a dose series show EC50 in µM | hit rate 0.074% among 220,000;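 active = fold induction of absorbance versus untreated yeast above a set limit, then at least 30% activation at any dose in follow-up; inconclusive = repeats straddling the limit, or above it without dose testing; inactive = fold induction below the set limit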;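 note: activators that raise dye reduction in frataxin-depleted yeast; strong numbers were not always called active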
Dynein transport: blocks dynein driven cargo transport along microtubules. hit rate 0.47% among 220,000. z-score, hits read low. 3617.4 mouse cells, GR-EGFP nuclear translocation imaging; test concentration mostly 20 µM; stimulated with dexamethasone, 1 µM; hits give low values;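 active = plate z-score of nuclear minus cytoplasmic receptor signal below a set negative limit, without overly bright fluorescence or cell loss, cut at about -3.5 in these data, passing the limit was not always enough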;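 note: z-score of nuclear minus cytoplasmic ring GR-EGFP intensity difference per well; some compounds called inactive have numbers as strong as hits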
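Buffer or medium: tetracycline-free induction medium containing charcoal-stripped FBS / Reagent: dexamethasone agonist, 1.0 µM final, for 30 min / Technique: automated 10x imaging of fixed Hoechst-stained cells / Times: induction 48 h, compound 1 h, agonist 30 min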
HEK293 NOD2/NF-kB: inhibition of NOD2-driven NF-kB reporter – cell-based, luminescence, uHTS, HEK293 (AID 1566). HEK293 NOD2/NF-kB luciferase reporter, luminescence; higher % means a stronger effect. inhibition, % at 4 µM; hits with a dose series show EC50 in µM. hit rate 0.63% among 290,000; in the data active = inhibition above about 50%; note: many of its hits are not listed in these tables
Insulin prom up: MIN6 insulin promoter up-regulation | MIN6 insulin promoter-GFP reporter, high-content imaging; hits give high values | z-score at 5 µM | hit rate 0.3% among 190,000 | AID 1625;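 active = z-score above 3 at 5 µM with at least 500 cells counted in the well; inconclusive = wells under 500 cells, flagged as cytotoxic or low count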
MT stabilizer: microtubule stabilization, imaging screen; HeLa tubulin immunostaining HCS, 24 h; share of cells brighter than vehicle mean+2SD; % tubulin-high responders, % at 10 µM; hit rate 0.83% among 200,000;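 active = plate Z-score above 3 for both tubulin-high and condensed-nucleus cell shares, with cell loss under 80%, at 10 µM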;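 note: anti alpha tubulin signal scored within the nucleus-defined area of each cell; some results filed as inactive read as strong as hits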
b-catenin transl: beta-catenin nuclear translocation modulation; HeLa beta-catenin nuclear translocation, immunofluorescence imaging; nuclear translocation activity, % at 5 µM; hit rate 0.3% among 190,000; AID 1665;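 active = nuclear translocation activity above 50% at 5 µM, with a well cell count of 50 or more; inconclusive = wells under 50 cells across six images, flagged as toxic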;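 note: per-cell ratio of nuclear to cytoplasmic median beta-catenin stain intensity; plate controls were DMSO negative control for no effect and GSK-3 inhibitor IX positive control for full effect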
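assay system = human HeLa cells, endogenous beta-catenin | times = compound treatment 24 h, 37°C, 5% CO2 | detection = Anti-beta-catenin immunofluorescence on PFA-fixed, Triton-permeabilized cells, DAPI nuclei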
Dynein transport cytoplasmic EGFP: second read-out of Dynein transport, no call of its own (marks repeat the call); z-score; measured here: cytoplasmic GR-EGFP intensity; hits give high values
Dynein transport nuclear GR-EGFP: also measured in Dynein transport; calls as there; z-score; measured here: nuclear GR-EGFP intensity;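 lower value marks the stronger effect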
Dynein transport cell count: second read-out of Dynein transport, no call of its own (marks repeat the call); z-score; measured here: cell count per field
Insulin prom up cell count: second read-out of Insulin prom up, no call of its own (marks repeat the call); cell count; measured here: cytotoxicity, nuclei count;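 total cells summed across four imaged fields per well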
b-catenin transl cell count 5 µM: recorded beside b-catenin transl, whose call it bears; cell count; measured here: cell count, cytotoxicity flag
MT stabilizer Hoechst-high %: further read-out of MT stabilizer, marked with its call; % Hoechst-high responders; measured here: nuclear condensation Hoechst responders;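 share of cells brighter than vehicle mean plus two SD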
MT stabilizer cytotoxicity %: second read-out of MT stabilizer, no call of its own (marks repeat the call); toxicity, %; measured here: cytotoxicity by cell density;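 0% = mean cell density of plate MIN control wells and 100% = no cells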
Autophagy mod cell loss 18 h: further read-out of Autophagy mod, marked with its call; toxicity, %; measured here: cell loss, nuclei count;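 cell loss after 18 h compound exposure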
* = called active by the depositor; i = inactive; ? = inconclusive; / = not tested or not shown; + = active, no number. This is a subset, so the mix of outcomes need not match the whole.

Compound	Dynein transport nuclear GR-EGFP	Autophagy mod cell loss 18 h	Dynein transport cytoplasmic EGFP	Insulin prom up	b-catenin transl cell count 5 µM	Dynein transport	b-catenin transl	Insulin prom up cell count	MT stabilizer	M17LAP inhibition	Yfh1-depleted yeast	Dynein transport cell count	MT stabilizer Hoechst-high %	HEK293 NOD2/NF-kB	Autophagy mod	NOD1 NF-kB reporter	MT stabilizer cytotoxicity %
Cc1cc(C)cc(C(=O)N2CC(=O)Nc3ccccc32)c1	0.0614	64.8*	0.269	-2.37	334*	-0.363	153.9*	602	28.0*	9.1%	i	0.441	35.3*	-21.7%	+	-8.3%	66.8*
COc1ccc(C(=O)N/C(=C\c2ccc3c(c2)OCO3)C(=O)NCCc2nc3ccccc3[nH]2)cc1	0.738	24.2	-0.124	-0.05	482	0.746	-1.3	1248	2.8	0.7%	i	-1.62	1.7	12.1%	i	-22.6%	0.8
CC(CCc1ccccc1)NC(=O)N1CCOCC1 (stereo not given)	0.539	-9.6	-0.183	-0.01	532	0.405	-1.5	1397	2.3	25.9%	i	-0.586	2.7	3.0%	i	-8.1%	6.9
O=C(OCC(=O)N1CCCCCC1)c1n[nH]c(=O)c2ccccc12	-0.064	31.0	-0.0572	-0.22	1194	-0.604	-2.9	941	2.3	21.1%	i	0.721	3.1	6.0%	i	15.0%	13.4
CCC1CCCCN1S(=O)(=O)c1ccccc1[N+](=O)[O-] (stereo not given)	-0.184	2.4	-0.268	0.3	917	-1.03	1.8	1462	5.3	-3.8%	i	-0.0232	2.4	29.2%	i	4.7%	5.8
COP(=O)(OC)c1nc(-c2ccccc2)oc1N1CCOCC1	0.433	0.9	-0.252	-0.1	1061	0.106	-4.7	1357	1.6	-80.6%	i	0.485	1.3	19.3%	i	-17.2%	4.1
COC(=O)Nc1ccc(S(=O)(=O)N(CCO)CC(F)(F)C(F)F)cc1	-0.305	-19.6	-0.163	/	/	-0.625	/	/	2.1	6.4%	i	0.884	2.6	17.6%	i	-3.4%	14.1
CCCCN=C1NC(=O)C(CC(=O)Nc2ccc(Cl)cc2)S1 (stereo not given)	1.76	-0.5	0.191	-0.54	1261	2.04	-6.3	951	2.2	-3.7%	i	-1.94	1.3	3.7%	i	-8.8%	4.4
Cc1ccc(CNC(=O)c2ccccc2CCc2ccccc2)cc1	-0.29	23.4	0.668	0.01	1111	-0.611	-0.9	2023	4.1	-10.3%	i	0.152	1.6	-17.3%	i	-11.5%	8.0
CC(=O)NCCCNS(=O)(=O)c1ccc(C)cc1	-0.31	11.8	-0.291	-0.45	1004	-0.226	0.0	1349	3.2	-2.0%	i	0.684	1.8	8.5%	i	-24.8%	3.2
O=C(Nc1cccc(NC(=O)C2CC2)n1)C1CC1	-0.0598	6.9	-0.00435	0.55	496	-0.632	-1.4	1125	1.7	0.9%	i	0.512	2.6	1.8%	i	56.8%	2.3
CCCS(=O)(=O)n1nc(-c2ccccc2)cc1N	0.356	-2.6	-0.145	?	/	0.512	/	/	3.1	4.5%	i	-0.391	2.1	25.4%	i	5.8%	4.8
CCCC1(C(=O)O)NC(c2ccccc2O)C2C(=O)N(c3cccc(Cl)c3)C(=O)C21 (stereo not given)	0.529	7.7	-0.266	0.28	/	0.678	/	812	3.2	9.7%	i	0.231	2.7	-5.5%	i	-8.7%	9.6
CC1(C)CC(=O)C(C=NCCN2CCN(C(=O)c3ccccc3)CC2)=C(O)C1	-0.191	-3.0	-0.32	0	853	0.0322	-1.0	1266	4.0	-8.2%	i	0.257	3.5	16.8%	i	7.6%	3.3
Cc1cc(C(=O)N/N=C/c2c[nH]c3ccccc23)c(C)o1	-0.0773	30.4	-0.277	0.32	1112	-0.0344	-0.3	1503	3.4	14.8%	i	3.36	2.2	14.6%	i	-31.9%	1.0
CN(CCOCCOc1ccc(Cl)cc1Br)Cc1ccccc1	-0.437	13.3	-0.287	-0.91	1526	-0.999	1.1	1460	3.6	-1.9%	i	0.826	1.5	-9.4%	i	-30.1%	3.8
C=CCSc1nnnn1-c1ccc(OC)cc1	0.353	-4.0	-0.166	-0.1	1181	0.0428	-2.9	938	1.5	7.0%	i	-0.149	1.5	-9.5%	i	-14.3%	5.3
COc1ccc2oc(=O)c(-c3cn4ccc(C)cc4n3)cc2c1	-0.205	0.0	-0.288	-0.74	1627	-0.68	0.3	1316	4.5	22.9%	i	0.985	1.1	-90.8%	i	2.7%	12.9
c1ccc(Oc2nc3ccccc3n3cccc23)cc1	0.0802	-4.8	-0.174	-0.16	1349	0.164	0.8	1629	1.5	-0.8%	i	-0.189	2.5	18.8%	i	10.9%	8.3
Cc1ccc(OCCCCn2ccnc2C)c(C)c1	0.179	11.1	0.077	-0.41	1075	-1.02	-2.9	1413	5.0	-5.2%	i	-0.138	3.4	20.1%	i	-19.9%	7.3
O=C(NC1CCS(=O)(=O)C1)/C(=C/c1ccc(Cl)cc1)NC(=O)c1ccccc1 (stereo not given)	-0.152	-47.5	-0.285	-0.61	530	0.195	0.0	1360	3.0	21.8%	i	-0.118	2.8	10.4%	i	-15.3%	1.1
O=C(N/N=C/c1ccccc1Br)c1ccc(CSc2cccc3cccnc23)cc1	-0.324	6.2	-0.072	-0.01	1027	-0.569	0.9	859	3.8	-5.3%	i	1.91	2.6	-93.6%	i	1.1%	13.2
Cc1ccc(NC(=O)CCn2ccc([N+](=O)[O-])n2)nc1	-0.244	3.4	-0.301	0.87	/	-0.11	/	1427	7.0	-14.6%	i	-0.097	2.2	-1.3%	i	-41.7%	6.8
Cc1cc(C)cc(OCC(O)CN2CCN(Cc3ccc4c(c3)OCO4)CC2)c1 (stereo not given)	-0.496	-0.9	-0.238	-0.74	1147	-0.316	1.8	1199	3.1	1.3%	i	1.19	1.2	-32.0%	i	-26.1%	5.0
CC(C)Oc1ccc(C2CCC(=O)NC2=O)cc1 (stereo not given)	-0.263	6.8	-0.293	0.07	1086	-0.346	-3.3	1561	5.3	-8.0%	i	0.0369	1.9	14.2%	i	-15.8%	0.4
CCN1C(=O)CC(N2CCN(c3ccc(C(=O)c4ccccc4)cc3)CC2)C1=O (stereo not given)	0.15	-6.9	-0.197	-0.52	1133	0.445	-3.4	1002	3.1	12.8%	i	0.724	3.1	-21.9%	i	-16.7%	7.5
COC(=O)c1ccc2c(=O)n(CC3CCCO3)c(SCC(=O)Nc3ccc(OC)cc3OC)nc2c1 (stereo not given)	0.976	/	-0.0822	-0.09	1309	0.247	-0.3	894	/	17.9%	i	-1.55	/	-7.2%	/	1.1%	/
O=C(O)C1CC=CCC1C(=O)N1CCc2ccccc21 (stereo not given)	1.49	-4.3	-0.164	/	562	1.07	-0.8	/	3.2	48.7%	i	-1.16	1.9	-0.4%	i	-26.4%	6.6
Cc1cc(C(C#N)c2ccccc2F)n2ncnc2n1 (stereo not given)	0.108	-0.7	-0.292	0.83	1574	0.0243	-0.2	1484	1.8	13.0%	i	0.771	2.2	17.1%	i	-27.6%	2.3
CNC(=S)N/N=C/c1cn(CCOc2ccc(OC)cc2)c2ccccc12	-0.0542	-2.5	-0.253	-0.07	937	0.314	-1.9	1213	5.1	0.2%	/	0.212	2.7	-5.2%	i	-26.2%	6.2
COc1ccc(/C=C/C(=O)NC(=S)Nc2ccc(S(=O)(=O)Nc3ccc(OC)nn3)cc2)cc1	0.778	-7.5	-0.175	0.31	1025	1.68	-1.5	1253	2.1	0.6%	i	-0.789	3.6	21.5%	i	-6.3%	9.6
Cc1ccccc1N1CCN(C(=S)c2ccc(-c3ccc([N+](=O)[O-])cc3)o2)CC1	0.592	/	0.503	/	1243	-0.153	-0.2	/	/	/	/	0.981	/	2.7%	/	-10.4%	/
C/C(=N\N=C1\NC(=O)C(CC(=O)Nc2ccc(Cl)cc2)S1)c1ccco1 (stereo not given)	0.214	15.5	-0.147	0.12	1512	-0.159	-0.2	1413	3.9	-2.8%	i	0.743	3.0	17.3%	i	-16.2%	7.3
Cc1ccc(S(=O)(=O)C2(C(=O)N3CCN(c4cc(C)ccc4C)CC3)CC2)cc1	-0.449	1.7	-0.294	-0.38	1152	-1.02	0.5	1201	2.6	2.5%	i	0.863	1.3	12.0%	i	-4.4%	7.0
COc1ccc(CSCC(=O)N/N=C/c2ccc(OCC(=O)N3CCCCC3)cc2)cc1	-0.222	1.2	-0.21	-0.57	1206	-0.721	4.7	906	2.6	1.1%	i	1.06	1.2	1.9%	i	-28.0%	8.3
O=C(NCc1nc(-c2ccccc2)no1)c1ccc(Br)o1	-0.0398	-3.4	-0.244	0.21	1097	-0.32	0.1	1305	1.1	3.6%	i	-0.895	1.1	7.6%	i	-19.6%	2.8
CC(C)Nc1ccc(Cl)cc1[N+](=O)[O-]	0.729	/	-0.0915	0.35	1296	0.562	-2.0	1133	/	4.5%	i	-0.401	/	-9.2%	/	7.4%	/
